Screening data deposited in PubChem BioAssay by several laboratories.
Rpn11 block – inhibitors of human proteasome Rpn11 | O00487 | human 26S proteasome, Ub4-pepOG fluorescence polarization; 20S core pre-blocked with epoxomicin | calls only at 20 µM | 360,000 tested, 0.59% active | AID 588493;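 active means inhibition at 20 µM, scaled to each plate's controls, above about 33%, limit read from the data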
Tb MetRS inh – Trypanosoma brucei MetRS inhibition; purified T. brucei MetRS, ATP depletion, Kinase-Glo luminescence; 360,000 tested, 0.4% active; inhibition, % at 11.9 µM;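 active means inhibition above a per-plate cutoff of the control wells' mean inhibition plus 3 SD, cut at about 5.5% in these data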;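 further: 0% = DMSO wells median and 100% = median of wells with control inhibitor compound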
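System: purified T. brucei MetRS enzyme / Detection: Kinase-Glo luciferase luminescence reporting remaining unconsumed ATP / Medium: HEPES buffer with MgCl2, KCl, DTT, spermine, BSA, pyrophosphatase / Replication: singlicate, one well per compound / Evaluation: percent inhibition relative to median high and low control wells / Schedule: 2 h aminoacylation at 25 °C after 15 min preincubation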
DNMT1 inh – blocks human DNA methyltransferase DNMT1 | P26358 | 360,000 tested, 0.83% active | DNMT1 molecular beacon, Hinp1I cleavage, fluorescence | inhibition (reported as % activation of signal), % at 10 µM; in the data active means inhibition above about 50%
STEP block – inhibitors of human striatal-enriched phosphatase STEP. recombinant STEP, OMFP fluorogenic substrate, fluorescence. inhibition, % at 20 µM. 360,000 tested, 0.25% active. AID 588621. P54829;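 active means inhibition at 20 µM, scaled per plate between control wells, above about 37%, limit read from the data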;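 further: 0% = DMSO with enzyme and substrate and 100% = substrate only without enzyme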
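System: STEP phosphatase, cell-free reaction; Buffer or medium: Bis-Tris pH 6.0 buffer with DTT, detergent; Incubation: 20 min at room temperature, dark; Measured by: fluorescence, 480/540 nm.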
Scp1 inh – blocks human Scp-1 phosphatase activity; 340,000 tested, 0.88% active; Q9GZU7; inhibition, % at 20 µM; Recombinant Scp1, phosphopeptide, malachite green phosphate absorbance;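 active means inhibition above about 50% at 20 µM, limit read from the data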;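 further: plate controls were DMSO wells with enzyme for no effect and wells lacking enzyme for full effect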
Target sequence (Q9GZU7 76-261 limits assumed): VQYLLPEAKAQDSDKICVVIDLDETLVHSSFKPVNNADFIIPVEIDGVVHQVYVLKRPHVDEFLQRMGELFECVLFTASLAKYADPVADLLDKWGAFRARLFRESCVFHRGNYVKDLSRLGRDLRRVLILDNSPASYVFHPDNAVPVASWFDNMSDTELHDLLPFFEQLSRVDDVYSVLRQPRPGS
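Assay system: SCP-1 catalytic fragment, aa 76-261 | Buffer or medium: Tris acetate buffer pH 5.5 with MgCl2 and Tween-20 | Compound: One concentration, 20 µM, with 1.0% DMSO | Also added: Phospho 17-mer peptide substrate | Signal: Absorbance at 630 nm | Incubation: 45 min enzyme reaction at room temperature | Measure: % inhibition of SCP-1 phosphate liberation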
MLLE-PAM2 inh – inhibitors of microRNA-mediated deadenylation, human PABP1 MLLE binding; P11940; GST-MLLE / FITC-PAM2 fluorescence polarization; inhibition, % at 20 µM; 360,000 tested, 0.36% active; AID 588489; in the data active means inhibition above about 35%, passing the limit was not always enough;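 further: plate controls were DMSO wells with GST-MLLE for no effect and wells lacking GST-MLLE protein for full effect; some results filed as inactive read as strong as hits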
CSN inh – inhibitors of human CSN-mediated cullin deneddylation | Q92905 | Purified CSN, SCF-Nedd8-OG deneddylation, fluorescence polarization | inhibition, % at 12.5 µM | 360,000 tested, 0.38% active;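 active means pattern-corrected inhibition above about 35%, with an unprinted fluorescence ratio check between 0.5 and 1.5, limit read from the data, passing the limit was not always enough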;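 further: 0% = enzyme with substrate and 100% = substrate without enzyme; some results filed as inactive read as strong as hits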
Target sequence (Q92905 whole entry, looked up, one chain of several): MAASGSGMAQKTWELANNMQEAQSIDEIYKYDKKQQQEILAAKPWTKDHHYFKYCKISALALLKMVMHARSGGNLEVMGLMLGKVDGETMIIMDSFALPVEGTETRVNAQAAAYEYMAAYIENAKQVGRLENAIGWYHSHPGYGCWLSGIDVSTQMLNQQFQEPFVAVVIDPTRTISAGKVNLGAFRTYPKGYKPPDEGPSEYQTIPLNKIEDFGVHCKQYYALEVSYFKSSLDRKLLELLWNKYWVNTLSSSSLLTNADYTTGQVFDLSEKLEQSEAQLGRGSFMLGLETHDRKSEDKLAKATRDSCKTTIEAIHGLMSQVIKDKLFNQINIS
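Test system: purified human Csn5 enzyme expressed in HEK293T cells. Amount: 0.24 nM enzyme. Reagent: SCFSkp2-Nedd8OG substrate at 10 nM final. Schedule: 90 min incubation of compound, enzyme and substrate at room temperature. Detection: fluorescence polarization. Read-out: % inhibition of substrate cleavage by Csn5.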
SUMO1 PPI mod – SUMO1-SIM interaction modulation. AID 602429. SUMO1 binding to a labelled peptide, TR-FRET, 1 h. inhibition, % at 20 µM. 360,000 tested, 0.33% active; in the data active means inhibition above about 37%
Target sequence (P63165 whole entry, looked up): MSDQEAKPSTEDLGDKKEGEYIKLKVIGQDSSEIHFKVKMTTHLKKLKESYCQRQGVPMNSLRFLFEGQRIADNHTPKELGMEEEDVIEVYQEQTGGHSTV
LMPTP block – LMPTP (human) inhibition | P24666 | recombinant LMPTP-A, OMFP fluorogenic substrate, fluorescence intensity | inhibition, % at 20 µM | 360,000 tested, 0.22% active | AID 651560;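 active means compounds that cut the enzyme signal by at least half of the control window in the single-dose screen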;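 further: plate controls were DMSO wells with enzyme plus substrate for no effect and substrate without enzyme for full effect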
Target sequence (P24666 whole entry, looked up): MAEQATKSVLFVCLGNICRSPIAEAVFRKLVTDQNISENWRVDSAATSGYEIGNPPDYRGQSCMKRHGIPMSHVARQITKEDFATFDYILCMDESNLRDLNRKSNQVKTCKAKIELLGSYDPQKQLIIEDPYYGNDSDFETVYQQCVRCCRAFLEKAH
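Test system: LMPTP-A phosphatase enzyme. Amount: LMPTP-A at 0.625 nM final in the reaction. Reagent: OMFP substrate, 400 µM final. Times: 50 min at room temperature. Signal: endpoint fluorescence intensity from OMFP dephosphorylation. Read-out basis: % inhibition. Benchmarks: no-enzyme and uninhibited controls.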
NadD inh – inhibitors of Staphylococcus aureus NadD; purified NadD enzyme, colorimetric absorbance read-out; inhibition, % at 20 µM; 360,000 tested, 0.78% active; in the data active means inhibition above about 26%; further: some compounds past the cut are filed as inactive
Starred values were filed as active, the others as inactive; i = inactive; · = not tested or not shown; & = joins results of further samples.

compound,Rpn11 block,Tb MetRS inh,DNMT1 inh,STEP block,Scp1 inh,MLLE-PAM2 inh,CSN inh,SUMO1 PPI mod,LMPTP block,NadD inh
CCc1ccc(OCC(O)CN2CCN(c3ccccc3)CC2)cc1 (stereo not drawn),i,-0.2&-0.6,4&-2,-1&-5,-7&0,2&2,-2&-1,0&2,-1.0&-0.9,-3&-10
CN(CC(=O)NCc1ccccc1)S(=O)(=O)c1cnc[nH]1,i,-0.2,-3,-2,-4,0,4,-3,-0.7,-2
N#CNC(=Nc1ccc(F)cc1)SCc1ccccc1,i,-0.5,5,-1,-1,4,1,-1,-1.9,-3
COc1ccc(N2CCN(C(=O)c3c(-c4ccccc4)noc3C)CC2)cc1,i,-0.1,-2,0,0,-11,0,5,-0.8,4
c1ccc2sc(C3CCN(Cc4nnnn4Cc4ccc5c(c4)OCO5)CC3)nc2c1,i,-0.8,-1,2,-2,4,-2,1,1.8,6
O=C(CSc1nnc(C2CCCCC2)n1Cc1ccccc1)NCc1ccco1,i,-1.1,6,1,7,-63,8,2,0.1,2
COc1cccc(OC)c1-c1nn2c(-c3ccco3)nnc2s1,i,0.2,3,-3,7,7,-1,7,0.8,6
CC12CCC3c4ccc(O)c([N+](=O)[O-])c4CCC3C1CCC2=O (stereo not drawn),i,0.0,78*,-2,·,-41,4,-8,31,-1
Cc1nn(C(C)C(=O)NCC2CCCO2)c(=O)c2cc3occc3n12 (stereo not drawn),i,-0.9,-2,-9,1,-1,-3,-3,0.2,-16
COC(=O)CN1C(=O)C(C)(C)Oc2ccc(C(=O)NC3CC3)cc21,i,-0.8,1,0,-2,4,-3,-2,-1.0,0
CC(C)(C)C(=O)Nc1ncc(C(F)(F)F)cc1Cl,i,-0.3,3,-1,-2,-4,4,0,-1.2,-3
COc1ccc(NC(=O)CNC(c2ccccc2)c2ccccc2)cc1,i,0.2,-1,3,-5,-6,6,4,-0.1,-1

Whole records, looked up by structure. Order of values: Rpn11 block	Tb MetRS inh	DNMT1 inh	STEP block	Scp1 inh	MLLE-PAM2 inh	CSN inh	SUMO1 PPI mod	LMPTP block	NadD inh
Shown for `COc1ccc(NC(=O)CNC(c2ccccc2)c2ccccc2)cc1` → i	0.2	-1	3	-5	-6	6	4	-0.1	-1
Shown for `CCc1ccc(OCC(O)CN2CCN(c3ccccc3)CC2)cc1` (stereo not drawn) → i	-0.2&-0.6	4&-2	-1&-5	-7&0	2&2	-2&-1	0&2	-1.0&-0.9	-3&-10

Further structures follow.
compound,Rpn11 block,Tb MetRS inh,DNMT1 inh,STEP block,Scp1 inh,MLLE-PAM2 inh,CSN inh,SUMO1 PPI mod,LMPTP block,NadD inh
C/C=C(\C)c1nnc(NC(=O)OCC)s1,i,0.2,3,-3,-8,10,0,0,-0.1,-7
COc1ccc(C(=O)OCC(=O)NC2CC2)cc1[N+](=O)[O-],i,-0.5,1,-3,-1,2,-6,-9,-1.0,-7
COc1cc(OC)c2c(C)cc(=O)oc2c1C(CCN1CCOCC1)c1ccc(N(C)C)cc1 (stereo not drawn),i,-0.4,-10,0,2,4,1,-1,2.0,-2
CCOC(=O)C1CCCN(S(=O)(=O)c2ccc(OC)cc2)C1 (stereo not drawn),i,-0.6,0,-4,-9,-5,-5,-1,-0.2,-3
COc1ccc(-c2csc3ncnc(N4CCN(c5cccc(C)c5C)CC4)c23)cc1,i,-0.3,-1,4,-2,-15,1,-9,4.2,3
CC(Oc1ccc(F)cc1)C(=O)Nc1cc(Cl)ccc1-n1cncn1 (stereo not drawn),i,-0.5,6,-2,-6,6,3,-7,-1.0,-6
COc1ccc(CCNC(=O)c2cc(C3CC3)nc3c2cnn3C(C)C)cc1OC,i,-0.4,2,-1,-10,13,2,-18,1.4,-6
O=c1[nH]cnc2c([N+](=O)[O-])cccc12,i,-1.0,-1,0,-2,2,0,-11,0.0,1
COc1cc(C(=O)Nc2nncs2)cc(OC)c1OC,i,0.2,3,-1,-3,-5,-6,-4,0.0,-5
CCOC(=O)CN(C(=O)CSc1nnc(-c2ccncc2)n1CCCOC)c1ccccc1,i,-1.0,4,-1,2,-3,4,-7,-0.1,-2
CCc1ccc(CCC(=O)Nc2ccc(C)c(C)c2)o1,i,-1.1,-3,1,0,0,0,-2,0.2,0
Cc1cccc(-n2ncc3c(=O)[nH]c(SCC(=O)Nc4cc(C)on4)nc32)c1,i,-0.1,4,1,-10,-2,-1,-2,0.5,-1

compound,Rpn11 block,Tb MetRS inh,DNMT1 inh,STEP block,Scp1 inh,MLLE-PAM2 inh,CSN inh,SUMO1 PPI mod,LMPTP block,NadD inh
Cc1cc(F)ccc1S(=O)(=O)N1CCCOC1CNC(=O)C(=O)NCc1ccncc1 (stereo not drawn),i,-0.1,0,1,-5,-9,-7,0,-1.5,3
CCc1ccccc1NC(=O)CCC(=O)N1CCN(C(C)=O)CC1,i,-0.3,4,-5,·,-60,0,0,1.0,-2
CN(C(=O)c1cccc(NC(=O)Cc2ccc(NC(=O)C3CCN(S(=O)(=O)c4cccc([N+](=O)[O-])c4)CC3)cc2)c1)C1CCC1,i,0.2,-7,-3,-8,-3,5,-11,-0.5,10
CCOC(=O)CSc1cc(C)c(C#N)c2nc3ccccc3n12,i,0.9,2,0,3,-62,3,12,0.1,14
CSc1nc(SCC(=O)NCc2ccco2)c2c3c(sc2n1)COC(C)(C)C3,i,0.7,2,1,18,13,-3,6,0.9,-3
CC1CCCN(CCCNC(=O)c2nn(C)c3c2CS(=O)(=O)c2ccccc2-3)C1 (stereo not drawn),i,0.2,4,0,-4,-8,4,-3,-0.2,2
CN(C)CCNC(=O)C(=O)NCC1OCCN1S(=O)(=O)c1ccc2c(c1)OCCO2 (stereo not drawn),i,-0.3,-4,-3,-10,3,-3,-9,-7.0,-1
O=C(Nc1cc(Cl)ccc1-n1cncn1)c1ccc(Br)o1,i,-0.3,2,2,-1,-38,3,4,-0.2,3
O=C(c1cnn2c(-c3ccccc3)cc(-c3ccccc3)nc12)N1CCN(Cc2ccccc2)CC1,i,-0.1,-5,3,-4,-6,1,1,6.2,12
COc1ccc2[nH]c3c4c(ccc3c2c1)C(=O)C=CC4=O,i,1.3,-14,7,18,-30,5,2,6.3,7
CCn1cc(/C=N\NC(=O)c2csc3ccccc23)c(C)n1,i,0.1,10,-2,-5,2,3,3,-0.7,0
CCOc1ccc(CC(=O)OCn2nnc3ccccc3c2=O)cc1,i,-1.1,-1,2,1,-10,7,-5,-0.3,-4

compound,Rpn11 block,Tb MetRS inh,DNMT1 inh,STEP block,Scp1 inh,MLLE-PAM2 inh,CSN inh,SUMO1 PPI mod,LMPTP block,NadD inh
CN(C)CCNC(=O)COc1cccc2c1OC(C)(C)C2,i,0.5,0,3,-7,1,1,5,-1.5,-7
CN(C)c1nc(OCCNC(=O)Nc2ccc(Cl)cc2)nc(N(C)C)n1,i,0.5,1,-3,-11,4,1,0,1.4,-1
CS(=O)(=O)NNC(=O)c1sccc1OCc1ncc(C(F)(F)F)cc1Cl,i,-0.8,9,-3,-3,-3,-1,1,-0.1,2
c1csc(-n2nc3ccccc3n2)c1,i,-0.4,24,1,-11,10,-7,2,-0.6,3
C=CCc1cccc(/C=N/NC(=O)CNc2ccccc2OC)c1O,i,-0.3,-2,-2,3,-2,2,0,3.1,0
Cc1cc(N=Cc2c(O)n(-c3cccc(C(F)(F)F)c3)c(=O)c3ccccc23)no1,i,-0.3,-4,4,-8,-14,-3,-1,0.5,3
COCCn1c(SCc2ccc(F)cc2)nc2ccccc2c1=O,i,-0.2,-1,1,-13,12,-4,3,1.3,4
O=C(c1cc(COc2c(F)cccc2F)on1)N1CCc2ccccc2C1,i,-0.3,1,-1,-8,-8,-2,-6,3.2,-2
Clc1cccc(-c2nc(NCCN3CCOCC3)c3ccccc3n2)c1,i,-0.8,-8,-3,2,10,-6,10,31,-11

Arranged by count of non-hydrogen atoms (falling): some entries from above.
compound,Rpn11 block,Tb MetRS inh,DNMT1 inh,STEP block,Scp1 inh,MLLE-PAM2 inh,CSN inh,SUMO1 PPI mod,LMPTP block,NadD inh
Cc1cc(N=Cc2c(O)n(-c3cccc(C(F)(F)F)c3)c(=O)c3ccccc23)no1,i,-0.3,-4,4,-8,-14,-3,-1,0.5,3
O=C(c1cc(COc2c(F)cccc2F)on1)N1CCc2ccccc2C1,i,-0.3,1,-1,-8,-8,-2,-6,3.2,-2
CS(=O)(=O)NNC(=O)c1sccc1OCc1ncc(C(F)(F)F)cc1Cl,i,-0.8,9,-3,-3,-3,-1,1,-0.1,2
C=CCc1cccc(/C=N/NC(=O)CNc2ccccc2OC)c1O,i,-0.3,-2,-2,3,-2,2,0,3.1,0
COCCn1c(SCc2ccc(F)cc2)nc2ccccc2c1=O,i,-0.2,-1,1,-13,12,-4,3,1.3,4
CCn1cc(/C=N\NC(=O)c2csc3ccccc23)c(C)n1,i,0.1,10,-2,-5,2,3,3,-0.7,0
CN(C)CCNC(=O)COc1cccc2c1OC(C)(C)C2,i,0.5,0,3,-7,1,1,5,-1.5,-7
c1csc(-n2nc3ccccc3n2)c1,i,-0.4,24,1,-11,10,-7,2,-0.6,3
